TLR9-MyD88 block: inhibitors of TLR9-MyD88 association in cells, primary screen, cell-based, CHO, BLA complementation, fluorescence; 340,000 tested, 0.21% active; CCF4 FRET ratio; inhibition, % at 4.98 µM;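 active = inhibition above the mean over all tested compounds plus 3 SD, cut at about 21% in these data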;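 also: 0% = DMSO only wells and 100% = clavulanate BLA inhibitor control wells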
m5-HT2A agonist: mouse Htr2a agonists via beta-arrestin recruitment, primary screen, cell-based, luminescence; AID 624169, 2012; 360,000 tested, 0.66% active; 5-hydroxytryptamine receptor 2A (Mus musculus), P35363; CHO-K1 mHTR2A beta-arrestin complementation; percent of 30 µM serotonin response; activation, % at 7.6 µM;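 active = activation above a run cutoff, the mean activation of all tested compounds plus 3 SD, cut at about 14% in these data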;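 also: 0% = plate median of compound wells and 100% = 30 µM serotonin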
Target sequence (P35363 whole entry, looked up): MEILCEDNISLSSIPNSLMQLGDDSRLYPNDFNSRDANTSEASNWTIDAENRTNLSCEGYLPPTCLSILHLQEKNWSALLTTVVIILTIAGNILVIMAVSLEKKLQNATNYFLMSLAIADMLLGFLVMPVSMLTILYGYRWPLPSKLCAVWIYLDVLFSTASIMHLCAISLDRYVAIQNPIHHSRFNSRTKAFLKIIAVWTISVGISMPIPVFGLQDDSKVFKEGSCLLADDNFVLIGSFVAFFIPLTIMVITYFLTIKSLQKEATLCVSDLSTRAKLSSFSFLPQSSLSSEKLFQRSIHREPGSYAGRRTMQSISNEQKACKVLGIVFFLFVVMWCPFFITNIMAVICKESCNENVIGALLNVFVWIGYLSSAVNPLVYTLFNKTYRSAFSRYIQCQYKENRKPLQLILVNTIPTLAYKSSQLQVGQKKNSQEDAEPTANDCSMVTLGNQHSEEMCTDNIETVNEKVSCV
MC4R ag barr: MC4R agonists recruiting beta-arrestin, primary screen, cell-based, luminescence, agonist arm of biased-ligand search | Melanocortin receptor 4 (Homo sapiens), P32245 | U2OS MC4R beta-arrestin complementation; percent of melanotan II response, DMSO zero | activation, % at 8.9 µM | 360,000 tested, 0.98% active;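 active = activation above a per-plate cutoff, the mean activation of sample wells on that plate plus 3 SD, cut at about 8% in these data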
MC4R antagonist: MC4R antagonists of cAMP signaling, primary screen, cell-based, TR-FRET, antagonist arm of biased-ligand search; Melanocortin receptor 4 (Homo sapiens), P32245; MC4R-expressing cells, MTII-stimulated cAMP, LANCE TR-FRET; inhibition, % at 6.5 µM; 360,000 tested, 0.48% active;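 active = inhibition above its plate's cutoff, the mean of tested wells on that plate plus 3 SD, cut at about 29% in these data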;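 also: 0% = Melanotan II alone and 100% = Melanotan II plus saturating MCL0020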
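Material – human MC4R-expressing U2OS cells · Repeats – no replicates · Detection – TR-FRET with Eu-cAMP and labeled anti-cAMP, 671 nm · Times – compound 30 min, challenge 1 h, detection 1 h · Compound – single nominal compound dose of 6.5 µM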
N-glyco inh: increase of ERlucT glycosylation luciferase signal, primary screen, N-linked glycosylation inhibitor project, D54 ERlucT cells, luminescence, set 2; D54 ERlucT glycosylation luciferase reporter, 24 h; percent of 100 nM tunicamycin response; reporter increase, % at 12.5 µM; 360,000 tested, 0.23% active;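 active = mean luciferase reporter signal, scaled so untreated is 0 and the glycosylation-blocking control 100, at or above a set limit in every replicate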;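 also: luciferase carries N-glycosylation sites so blocking glycosylation raises the light; 0% = median of neutral control wells and 100% = median of 100 nM tunicamycin wells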
NOD2 RIPK2 PPI: NOD2-RIPK2 binding disruptors in cells, primary screen, fluorescence, CHO cells, BLA complementation | Receptor-interacting serine/threonine-protein kinase 2 (Homo sapiens), O43353 | CCF4 ratio | inhibition, % at 4.98 µM | 360,000 tested, 0.38% active; in the data active = inhibition above about 21%;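 also: 0% = vehicle only and 100% = reference blocker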
Target sequence (O43353 whole entry, looked up): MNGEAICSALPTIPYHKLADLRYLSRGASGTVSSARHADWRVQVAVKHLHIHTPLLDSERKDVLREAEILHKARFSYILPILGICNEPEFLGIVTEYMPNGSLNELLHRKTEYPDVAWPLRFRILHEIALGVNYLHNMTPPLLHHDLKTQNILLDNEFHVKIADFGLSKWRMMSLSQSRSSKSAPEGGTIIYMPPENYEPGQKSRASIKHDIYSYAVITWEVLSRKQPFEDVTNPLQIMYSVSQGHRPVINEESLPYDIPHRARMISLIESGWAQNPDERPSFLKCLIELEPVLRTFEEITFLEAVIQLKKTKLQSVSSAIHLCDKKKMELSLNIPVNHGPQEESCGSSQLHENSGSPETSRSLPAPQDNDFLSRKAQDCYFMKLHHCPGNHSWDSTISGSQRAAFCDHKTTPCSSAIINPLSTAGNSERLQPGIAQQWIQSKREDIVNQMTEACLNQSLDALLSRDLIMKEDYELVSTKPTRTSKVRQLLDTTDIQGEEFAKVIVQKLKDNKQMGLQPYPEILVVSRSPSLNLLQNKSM
ABHD5 PLIN5 PPI: ABHD5-PLIN5 interaction inhibitors, primary screen, cell lysate, split luciferase complementation, luminescence | inhibition, % at 4 µM | Perilipin-5 (Homo sapiens) + 1-acylglycerol-3-phosphate O-acyltransferase ABHD5 (Homo … | AID 602281, 2012 | Split G. princeps luciferase complementation, 4 h | 360,000 tested, 0.78% active;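 active = inhibition above the mean inhibition across every tested compound plus 3 SD, cut at about 22% in these data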;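 also: 0% = DMSO only wells and the 100% control is not disclosed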
ABCB6 inh 2: ABCB6 transporter inhibitors, primary screen, K562-ABCB6 cells, flow cytometry, MLPCN library; ATP-binding cassette sub-family B member 6 (Homo sapiens), Q9NP58; 360,000 tested, 0.19% active; K562-ABCB6 porphyrin accumulation, 1 h; active compounds read low; fluorescence ratio to DMSO, % at 10 µM;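 active = fluorescence ratio to DMSO below 75%, the collection mean minus 3 SD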;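 also: signal is porphyrin accumulated inside mitochondria; 100% equals median channel fluorescence of DMSO control wells; lower ratio means ABCB6 inhibition with less porphyrin fluorescence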
Cardio protect: cardioprotection against H2O2-induced cell death, primary screen, uHTS, H9c2 cells, ATPLite luminescence; H9c2 cardiomyocytes, H2O2 injury protection, 2 h; protection from H2O2 cell death, % at 20 µM; 360,000 tested, 0.63% active; AID 588492, 2011;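 active = compounds giving at least 50% protection of heart cells from peroxide-induced death in the single-dose screen, raw or plate-pattern-corrected value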;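 also: 0% = DMSO wells with peroxide and 100% = DMSO wells without peroxide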
SRC2 inh: inhibition of GAL4-SRC2 driven luciferase reporter, primary screen, SRC2 inhibitor project, cell-based, luminescence; inhibition, % at 9 µM; HEK293 GAL4-SRC2 luciferase reporter; Nuclear receptor coactivator 2 (Homo sapiens), Q15596; 370,000 tested, 0.17% active; AID 651957, 2012;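 active = inhibition above the mean inhibition of all tested compounds plus 3 SD, set per campaign, cut at about 52% in these data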;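 also: 0% = DMSO treated cells and 100% = cells given Gossypol at 36 µM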
The depositor's hits bear a star; . = not tested or not shown; & = joins results of further samples. Only part of the results is shown (hit frequency here may not be typical).

SMILES | TLR9-MyD88 block | m5-HT2A agonist | MC4R ag barr | MC4R antagonist | N-glyco inh | NOD2 RIPK2 PPI | ABHD5 PLIN5 PPI | ABCB6 inh 2 | Cardio protect | SRC2 inh
Cc1[nH]nc(SCC(=O)Nc2cccc(O)c2)c1[N+](=O)[O-] | -8 | -3 | -0.6 | 21 | -1 | -11 | 3 | 92 | -1 | -48
CC(=O)Nc1ccc(NC(=O)C2CC(=O)N=C(N)S2)cc1 (stereo not given) | -8 | -7 | -1.6 | 3 | 0 | -3 | -7 | 107 | 5 | -21
COc1cccc(NC(=O)C2(C)CCN2C(=O)Cc2ccc(C(C)C)cc2)c1 (stereo not given) | . | -1 | -2.5 | 6 | 1 | 7 | -9 | 96 | 0 | 9
Cc1ccc(OCCC(=O)OCC(=O)Nc2ccc(N3CCOCC3)cc2)cc1 | -7 | 1 | 2.1 | -3 | 2 | -8 | -2 | 102 | -4 | -22
Cc1nnc(SCC(=O)NC2CCCC2)n1CCc1ccccc1 | -1 | 8 | -1.8 | 10 | -2 | 4 | 8 | 97 | 5 | -1
Cc1ccc(C(=O)NCCCNC(=O)c2ccco2)cc1 | 6 | 4 | -1.0 | -1 | 0 | -4 | 4 | 103 | 1 | 8
O=C(Nc1ccccc1)C1Cc2c(-c3ccc(Cl)cc3)ccnc2O1 (stereo not given) | . | 0 | 1.7 | 1 | -3 | -1 | 6 | 94 | -2 | 11
CCCn1c(N)c(N(CCOC)C(=O)c2cccc(F)c2)c(=O)[nH]c1=O | -1 | -4 | 2.0 | 10 | 0 | -18 | -3 | 107 | -1 | -24
Cc1cccc(CN2CCN(C3CN(Cc4cn(Cc5ccccc5)nn4)S(=O)(=O)C3)CC2)c1 (stereo not given) | . | 2 | . | . | . | -6 | -10 | 100 | . | 6
C/C(N)=C(/C#N)C(=O)CSc1nc(C2CCCCC2)n(-c2ccccc2)n1 | -1&-7 | -2&0 | 1.8&0.9 | 4&3 | -2&-2 | 0&0 | -4&1 | 97&96 | -1&-9 | -20&-12
Cc1cc(=O)oc2cc(OCC(=O)Nc3ccccc3C(=O)O)ccc12 | -17 | 12 | -0.1 | 25 | -1 | -4 | -1 | 106 | -2 | 7
CCC(C(=O)Nc1ccccc1C(=O)N1CCCC1)N1C(=O)c2ccccc2C1=O (stereo not given) | 2 | 1 | -1.4 | 5 | 1 | 0 | 0 | 97 | 2 | -10
O=C(COC(=O)c1ccccn1)Nc1ccccc1OC(F)F | -5 | -3 | -2.7 | 9 | 0 | 5 | -3 | 93 | 6 | 15
CCN(CC)c1ccc(C(=O)OCC(=O)NC2CCCCC2C)cc1 (stereo not given) | 0 | 1 | 4.4 | -2 | 1 | 1 | 0 | 97 | -8 | -22
Cc1c[n+]([O-])ccc1Oc1ccc([N+](=O)[O-])cc1 | -3 | 9 | -0.1 | -2 | 0 | -4 | 2 | 96 | 9 | -11
Cc1cc(C)cc(Nc2nc(-c3ccc(S(=O)(=O)N4CCCC4)cc3)cs2)c1 | 2 | 1 | -3.8 | -4 | -5 | -3 | -10 | 93 | -5 | 10
COCC(=O)N1CCC(Oc2ccc(C(=O)N3C[C@@H]4CCC[C@H]3C4)cc2)CC1 | -6 | 4 | 0.5 | 6 | 0 | -1 | 1 | 99 | 2 | -17
CCOCc1nnc(NC(C)=O)s1 | 5 | 7 | 1.2 | -3 | 0 | -15 | 2 | 99 | 5 | -2
CCOC(=O)c1cnc(-n2nc(C)cc2C)nc1NCc1ccccc1 | -2 | -3 | -0.8 | 0 | -3 | 8 | -2 | 95 | 63* | -1
O=C(O)C1C2C=CC(C2)C1C(=O)NC1CCS(=O)(=O)C1 (stereo not given) | 6 | -3 | -1.7 | -1 | 2 | 4 | -7 | 119 | 6 | 5
CC(C)NC(=O)c1ccccc1S(=O)(=O)c1ccccc1C#N | 3 | 0 | -1.2 | -7 | 3 | -19 | 5 | 96 | 13 | -4
CCc1cccc(NC2c3ccccc3C(=O)N2c2cccnc2)c1 (stereo not given) | -2 | -1 | -1.0 | 2 | 1 | -11 | 0 | 91 | 10 | 2
CCCCNC(=O)C(=O)c1ccccc1NC(C)=O | 5 | 2 | -0.8 | 1 | 0 | 0 | 5 | 98 | 24 | -37
CN(C)c1ccc(C=NCCc2ccc(S(N)(=O)=O)cc2)cc1 | -1 | -2 | -1.0 | 7 | 1 | -5 | -2 | 97 | -7 | -2
CCN(CC)C(=O)C1CCCN(c2ccc([N+](=O)[O-])cc2/C=N/NC(=O)c2cccc([N+](=O)[O-])c2)C1 (stereo not given) | -1 | 0 | -2.0 | -4 | -1 | -6 | -4 | 95 | 7 | 3
Next results:
SMILES | TLR9-MyD88 block | m5-HT2A agonist | MC4R ag barr | MC4R antagonist | N-glyco inh | NOD2 RIPK2 PPI | ABHD5 PLIN5 PPI | ABCB6 inh 2 | Cardio protect | SRC2 inh
CCOC(=O)Cc1csc(NC(=O)Nc2ccc(Cl)cc2)n1 | -13 | 7 | 2.0 | -2 | -1 | -9 | -5 | 94 | -14 | -4
COc1cccc(Cn2cccc(NC(=O)Nc3ccc(C#N)cc3)c2=O)c1 | -1 | 4 | 4.1 | 13 | -5 | 1 | -3 | 95 | -11 | 23
CCN(CC)CCCN1C(=O)CSC1c1ccc([N+](=O)[O-])cc1 (stereo not given) | 7 | -4 | 0.3 | -1 | 0 | 1 | 0 | 100 | 2 | 31
Cc1cc(S(=O)(=O)Nc2cccc([N+](=O)[O-])c2)c(C)s1 | 4 | -7 | -2.0 | 3 | 0 | -4 | 3 | 92 | -9 | -12
Cc1ccc(S(=O)(=O)NCC(=O)OCC(=O)Nc2ncc(Cl)cc2Cl)cc1 | -6 | -1 | -0.2 | 16 | -1 | 6 | 2 | 90 | 24 | -28
CN1CCN(NC(=O)c2cc(S(=O)(=O)Nc3ccc(Cl)cc3)ccc2Cl)CC1 | 1 | -3 | 0.3 | -1 | 0 | -5 | 12 | 87 | 5 | 3
Cc1ccc(C)c(OC(=O)c2cncc(Br)c2)c1 | -1 | 2 | 0.8 | 2 | 4 | 6 | 4 | 96 | -6 | -3
N#Cc1cc(-c2ccccc2)nnc1Oc1ccccc1 | 3 | -3 | -0.4 | -1 | 1 | -15 | 2 | 92 | -1 | -18
O=[N+]([O-])c1ccc(S(=O)(=O)N/N=C/c2ccc3c(c2)OCO3)cc1 | -2 | 0 | -0.6 | 1 | 0 | -1 | 8 | 99 | -1 | -44
NC(=O)Nc1ccc(Nc2ccccc2)cc1 | -7 | 2 | -1.3 | 1 | -1 | -9 | -6 | 97 | 2 | -28
Cc1ccc(Sc2ncccc2C(=O)NC2CCCCCC2)cc1C | 10 | 2 | -0.4 | 26 | -2 | 1 | -4 | 91 | 2 | -3
Cc1cc(C(F)(F)F)c(C#N)c(N2CCOCC2)n1 | 1 | 3 | -1.8 | 6 | 2 | -7 | 1 | 98 | -2 | 22
CCOC(=O)c1nc2ccccc2c(=O)[nH]1 | -4 | 4 | -1.0 | 10 | 3 | 4 | 8 | 96 | 5 | -50
CCN(C(=O)/C=C/c1ccccc1)C1CCCCC1 | 2 | 2 | -0.3 | 4 | 0 | -5 | 7 | 99 | -2 | -19
Cc1ccc(N(CC(=O)Nc2ccc(S(=O)(=O)N3CCOCC3)cc2)S(C)(=O)=O)cc1C | -1 | 1 | -0.5 | 13 | 0 | 11 | 5 | 98 | 0 | -45
COC(=O)c1ccc(NC(=O)C(=O)N2CCN(C(=S)Nc3ccc(OC)cc3)CC2)cc1 | 0 | 2 | 1.5 | 4 | 2 | -7 | -3 | 98 | -4 | 16
CCOc1cc2c(cc1OCC)C(C(=O)O)C(c1ccc(OC)c(O)c1)N(C)C2=O (stereo not given) | 0 | -5 | -1.6 | -3 | 1 | -8 | -4 | 90 | 1 | -28
CCN(CC)C(=O)CC(c1cc(OC)c(OC)c(OC)c1)c1c(OC)cc(OC)c2ccc(=O)oc12 (stereo not given) | -18 | 2 | -2.6 | 1 | 1 | -15 | -2 | 98 | 11 | -5
COc1ccc(C(=O)N/N=C/c2cn[nH]c2-c2ccc(OC)cc2OC)cc1 | -12 | 0 | -1.5 | -2 | 3 | -2 | 8 | 100 | 2 | -21
COc1ccc(Cl)cc1NC(=O)CN(C)C(=O)CCNC(=O)c1ccccc1OC | -7 | -2 | -0.7 | 13 | 2 | 2 | -4 | 92 | -1 | -10
Cc1c(CCOC(=O)c2cccc([N+](=O)[O-])c2)sc[n+]1CC(=O)c1ccccc1 | -18 | -5 | -0.2 | 14 | 4 | -10 | 2 | 95 | 0 | -35
Cc1ccc(N2CCN(S(=O)(=O)c3ccc4c(c3)n(C)c(=O)c(=O)n4C)CC2C)cc1 (stereo not given) | -4 | -3 | -1.1 | 6 | 0 | 1 | -3 | 99 | -6 | -5
Cc1ccc(N(C)C(=O)N2CCN(c3ccccn3)CC2)cc1 | -2 | -2 | 1.4 | -2 | -2 | 1 | -4 | 99 | 5 | 0
CCN(CC)c1ccc(/C=N/NC(=O)Cc2nnc(NC(=O)Nc3ccccc3)s2)cc1 | -2 | 1 | 11* | 1 | -6 | 4 | -3 | 115 | 5 | 5
CCOC(=O)c1c(NC(=O)c2cc(-c3cccc(O)c3)on2)sc(C(C)=O)c1C | 0 | -6 | -1.1 | 11 | 1 | 3 | -8 | 100 | -8 | 1
N#C/C(=C\c1cn(CCOc2ccccc2)c2ccccc12)C(=O)NCc1cccs1 | -3 | 1 | 23* | 8 | -3 | 1 | 1 | 97 | -1 | -12
COCCc1ccc(OC2(C)CCN(Cc3cccc(OCOC)c3)C2)cc1 (stereo not given) | . | -4 | -1.2 | 6 | -1 | -3 | 3 | 98 | -5 | -25
CCCCN(C)C(=O)c1ccc2c(c1)S(=O)(=O)c1ccccc1C2=O | 7 | 4 | -4.0 | 2 | -3 | -4 | 1 | 96 | 9 | -9
CCCSc1nc(N2CCOCC2)c2c(c1C#N)CCCC2 | 7 | -4 | 0.8 | 15 | -2 | 2 | -3 | 91 | -16 | 7
O=C(c1ccccc1Cl)N1CCN(Cc2ccc3c(c2)OCO3)CC1 | -9 | 2 | 0.1 | 6 | -5 | -5 | -5 | 97 | 1 | 6

Source: PubChem BioAssay (several laboratories)
